High-throughput results: PubChem BioAssay, several laboratories
LYP phosphatase = LYP phosphatase inhibitors, primary screen, biochemical, DiFMUP fluorescence, recombinant catalytic domain, 10 µM (AID 606) | recombinant LYP catalytic domain, DiFMUP fluorescence; higher % means a stronger effect | inhibition, % at 10 µM; hits with a dose series show IC50 in µM | 52,000 tested, under 10 active;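 active = IC50 under 40 µM in the dose-response test; inactive = IC50 of 40 µM or more, or never dose-tested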
Spn DPM-DC inh = S. pneumoniae DPM-DC inhibition; calls only at 10 µM; purified DPM-DC, PK/LDH coupled NADH fluorescence; 65,000 tested, 0.49% active;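 active = the 320 compounds with the highest percent inhibition in the single-dose primary screen, excluding strongly autofluorescent ones, cut at about 32% in these data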;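 also: kinetic rate of NADH fluorescence loss reporting ADP formed by the decarboxylase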
Spn MK inh = inhibitors of Streptococcus pneumoniae mevalonate kinase; purified MK, PK/LDH-coupled NADH absorbance 340 nm; inhibition, % at 10 µM; 65,000 tested, 0.48% active;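 active = ranked among the strongest by inhibition in the single 10 µM screen, a fixed top-ranked set picked for dose follow-up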; also: no value below 0 was filed
Bfl-1 inhibitors = displacement of Bid BH3 peptide from Bfl-1 – biochemical, fluorescence polarization, FITC-Bid, mouse, primary screen (AID 432) | FITC-Bid BH3 peptide fluorescence polarization displacement; higher % means a stronger effect | displacement, % at 20 µM, or IC50 in µM where a hit was titrated | 64,000 tested, 0.02% active; in the data active = a potency from the dose series; inactive = the rest, 99 in 100 with displacement below about 15%; also: strong numbers were not always called active
HPDE-C7K KRASV12 = viability loss of HPDE-C7K cells – cell-based, fluorescence, HTS, primary screen (AID 431). cytotoxicity, % at 10 µM, or EC50 in µM where a hit was titrated. HPDE-C7K KRASV12 cells, Alamar Blue viability, 48 h; higher % means a stronger effect. 63,000 tested, 1.7% active;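 active = compounds whose percent cytotoxicity in the single-dose primary screen, scaled between solvent and toxic-drug controls, exceeds 50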;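 also: 0% = DMSO solvent wells and 100% = doxorubicin-treated wells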
HPDE-C7 viability = cytotoxicity in HPDE-C7 cells, cell-based, fluorescence, HTS (AID 430); HPDE-C7 pancreatic duct cells viability, fluorescence; higher % means a stronger effect; cytotoxicity, % at 10 µM, or EC50 in µM where a hit was titrated; 63,000 tested, 1.8% active;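 also: cells exposed to compound for 48 hours before viability readout; 0% = vehicle and 100% = reference cytotoxic drug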
HT1080 viability = cytotoxicity in HT1080 fibrosarcoma cells, cell-based, fluorescence readout (AID 620); HT1080 viability, fluorescence; higher % means a stronger effect; cytotoxicity, % at 10 µM, or EC50 in µM where a hit was titrated; 87,000 tested, 0.42% active;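 also: cells exposed to compound overnight then 4 h with Alamar Blue; 0% = vehicle DMSO and 100% = killing control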
TNAP inhibition = human TNAP enzyme inhibitors, biochemical, luminescent (AID 518). purified TNAP enzyme, luminescent substrate readout; higher % means a stronger effect. one-dose inhibition, % at 20 µM; IC50 in µM for titrated hits. 64,000 tested, 0.09% active; in the data active = a potency from the dose series; inactive = the rest, 99 in 100 with inhibition below about 22%;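 also: plate controls were vehicle for no effect and reference inhibitor for full effect; many of its hits are not listed in these tables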
PMK inhibit = S. pneumoniae PMK inhibition | purified PMK, PK/LDH-coupled NADH absorbance 340 nm | inhibition, % at 10 µM | 65,000 tested, 0.49% active | AID 539;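 active = top-ranked compounds by inhibition in the single 10 µM screen, taking a fixed number of the strongest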;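 also: 0% = full reaction with DMSO carrier and 100% = background rate without enzyme reaction; no value below 0 was filed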
PMK inhibit pilot replicates = second read-out of PMK inhibit, no call of its own (marks repeat the call); inhibition, %; measured here: pilot screen replicates
Spn MK inh pilot replicates = also measured in Spn MK inh; calls as there; inhibition, %; measured here: pilot screen replicates
Spn DPM-DC inh pilot screen % = recorded beside Spn DPM-DC inh, whose call it bears; inhibition, %; measured here: pilot screen trials
Numbers without * were called inactive; i = inactive; nt = not tested or not shown; & = joins results of further samples. Rule as the data show it, unless noted: active = cytotoxicity above about 50%; inactive = the rest. Hits appear at their usual frequency; about 3.6% have a hit in one of these screens.

SMILES	LYP phosphatase	Spn DPM-DC inh	Spn MK inh	Bfl-1 inhibitors	HPDE-C7K KRASV12	HPDE-C7 viability	HT1080 viability	TNAP inhibition	PMK inhibit	others
CC(C)OCCCNC(=O)c1ccc(N(C)S(C)(=O)=O)cc1	-16%	i	0	0%	nt	nt	1%	8%	0
CCOC(=O)C1(c2csc(N)n2)COC(=O)C1 (stereo not drawn)	nt	i	6	-3%	4%	-6%	nt	3%	0
O=C(CC1=NCCNC(c2ccccc2)C1)c1ccccc1O (stereo not drawn)	10%	i	11	-8%	-6%	-5%	2%	18%	12
COc1ccccc1NC(=O)CN1CCN(S(=O)(=O)c2ccc(Br)cc2)CC1	3%	i	5	5%	1%	4%	6%	6%	5
COC(=O)CCN(c1ccccc1)S(=O)(=O)c1ccc(OC)cc1	nt	i	3	-2%	14%	-3%	7%	14%	12
CCSc1nnc(C)n1-c1ccc(C(=O)O)cc1	0%	i	10	-3%	nt	nt	-1%	12%	10
CS(=O)(=O)N(CC(=O)NCc1ccc2c(c1)OCO2)Cc1ccc(Cl)cc1	22%	i	0	0%	-15%	-13%	nt	4%	0
CCC1CCCCN1CCNC(=O)c1[nH]c(C)c(C(C)=O)c1C (stereo not drawn)	nt	i	10	-4%	-2%	-2%	8%	4%	1
O=C(O)Cn1c(O)c(C=Nc2ccccc2)sc1=S	nt	i	3	0%	-10%	-18%	4%&18%	13%	8
O=C(CN1C(=O)C2C3C=CC(C3)C2C1=O)N1CCc2ccccc2C1 (stereo not drawn)	nt	i	7	-1%	-4%	0%	-24%	-4%	10
O=C(Cc1ccc(S(=O)(=O)N2CCOCC2)s1)NCC1CCCCC1	-2%	i	0	2%	-15%	5%	-5%	1%	9
O=C(O)CCCNS(=O)(=O)c1ccc2ccccc2c1	nt	i	6	-2%	6%	7%	-13%	6%	0
Cc1ccc(-c2cc(C(=O)Nc3cnn(C45CC6CC(CC(C6)C4)C5)c3)no2)cc1	-6%	i	6	-3%	10%	6%	-3%	11%	6
Cc1cc(C)cc(N2C(=O)CSC2c2cccs2)c1 (stereo not drawn)	10%	i	7	0%	-16%	-7%	18%	3%	10
Cc1occc1C(=O)Nc1nnc(-c2ccncc2)s1	12%	nt	13	-7%	-7%	-12%	1%	10%	0
Cc1nn2c3c(cnc2c1-c1ccc(Cl)cc1)C(=O)CC(c1ccco1)C3 (stereo not drawn)	5%	i	8	0%	-3%	-4%	8%	4%	10
CCOC(=O)Cn1c(=O)c2c(nc(Br)n2Cc2ccc(Cl)cc2)n(C)c1=O	5%	i	0	4%	0%	-5%	-14%	6%	13
Cc1nn(Cc2ccc(Cl)c(Cl)c2)c(C)c1NC(=O)c1noc2c1CCCCC2	16%	i	7	-7%	3%	-5%	-2%	13%	7
CCOC(=O)C1=C(c2ccccc2)N2CCN=C2S1	15%	i	2	2%	-4%	6%	3%	12%	22	PMK inhibit pilot replicates=0.0;Spn MK inh pilot replicates=2.5;Spn DPM-DC inh pilot screen %=0.5
c1ccc(CCCc2nc(-c3ccccn3)no2)cc1	16%	i	12	-8%	-12%	-8%	-11%	7%	0
Cc1ccc(S(=O)(=O)Cc2ccc(C(=O)N3CCN(c4cc(C)ccc4C)CC3)o2)cc1	4%	i	5	-3%	21%	18%	-2%	48%	7
Cc1cc(-c2ccccc2)nc2cc(C(=O)NCCCn3ccnc3)nn12	11%	i	0	-2%	-6%	2%	21%	5%	0	PMK inhibit pilot replicates=4.0;Spn MK inh pilot replicates=0.5;Spn DPM-DC inh pilot screen %=12
N#CCc1nc2c3c4c(sc3ncn2n1)CCCC4	0%	i	0	-1%	34%	13%	4%	16%	5	PMK inhibit pilot replicates=0.0;Spn MK inh pilot replicates=0.0;Spn DPM-DC inh pilot screen %=0.0
O=S(=O)(Nc1nc2ccccc2nc1NCc1ccco1)c1cccs1	9%	i	5	3%	10%	-3%	7%	4%	11	PMK inhibit pilot replicates=5.0;Spn MK inh pilot replicates=8.0;Spn DPM-DC inh pilot screen %=10
CC(=O)c1cccc(NC(=O)c2cc(-c3ccc(F)cc3)on2)c1	13%	i	0	4%	0%	-5%	-2%	1%	14

Continued; the last two above are carried over.
SMILES	LYP phosphatase	Spn DPM-DC inh	Spn MK inh	Bfl-1 inhibitors	HPDE-C7K KRASV12	HPDE-C7 viability	HT1080 viability	TNAP inhibition	PMK inhibit	others
O=S(=O)(Nc1nc2ccccc2nc1NCc1ccco1)c1cccs1	9%	i	5	3%	10%	-3%	7%	4%	11	PMK inhibit pilot replicates=5.0;Spn MK inh pilot replicates=8.0;Spn DPM-DC inh pilot screen %=10
CC(=O)c1cccc(NC(=O)c2cc(-c3ccc(F)cc3)on2)c1	13%	i	0	4%	0%	-5%	-2%	1%	14
Brc1cccc(/C=N\n2cnnc2)c1	2%	i	8	-6%	-20%	-7%	-1%	4%	15
Cc1cc(=O)[nH]c(N2CCCC2)n1	nt	i	3	-13%	-3%	-2%	-10%	-4%	0
Cc1cc(-c2nc3ncccc3o2)ccc1NC(=O)CC(C)C	1%	nt	4	-5%	-7%	-21%	1%	10%	2
O=C1CCC(C(=O)OCc2cc(Cl)ccc2OC(F)F)N1 (stereo not drawn)	-4%	i	2	-6%	4%	5%	-1%	1%	13
O=C(NCCO)C1(c2ccccc2)CCCC1	4%	i	0	-2%	7%	13%	6%	9%	5
CC1CCN(C2CC(=O)N(c3ccc(Br)cc3Br)C2=O)CC1 (stereo not drawn)	20%	i	4	0%	-17%	-28%	nt	4%	1
O=c1c2ccccc2c2ccccc2c(=O)n1Cc1ccco1	8%	i	11	-1%	4%	-1%	-4%	10%	2
COc1ccc(N(CC(=O)NCc2ccco2)S(=O)(=O)c2c(C)nn(C)c2C)cc1	-1%	i	8	2%	6%	-5%	-12%	10%	12
O=C(CN1C(=O)c2cccc3cccc1c23)N1CCN(c2ccc(F)cc2)CC1	-3%	i	2	-2%	0%	-7%	0%	7%	13
C=C(C)C1CCC(C)=C1CC(C)(C)/C=N\n1cnnc1 (stereo not drawn)	1%	i	5	-5%	-17%	-12%	-2%	2%	0
CN(CCCNC(=O)C1CCN(S(=O)(=O)N2CCC3(CC2)OCCO3)CC1)Cc1ccccc1	11%	i	0	-1%	-1%	-6%	nt	16%	21
COCCn1nnnc1C(c1cc2cc(OC)ccc2[nH]c1=O)N1CCC(Cc2ccccc2)CC1 (stereo not drawn)	4%	i	5	-12%	20%	-6%	-2%	14%	6	PMK inhibit pilot replicates=4.0;Spn MK inh pilot replicates=0.5;Spn DPM-DC inh pilot screen %=27
CCN1CCCC1CNC(=O)C1c2ccccc2C(=O)N(CCOC)C1c1ccc(F)cc1 (stereo not drawn)	nt	i	9	3%	-3%	7%	-16%	3%	13
O=C(c1ccco1)N1CCN(c2ncnc3c2[nH]c2ccccc23)CC1	nt	i	0	-4%	21%	14%	20%	9%	7
Cc1nnc(SCCCN2C(=O)c3ccccc3C2=O)o1	-12%	i	7	-12%	-6%	1%	-5%	5%	9
O=C(CN1C(=O)CSc2ccccc21)Nc1ccc2c(c1)OCCO2	nt	i	2	-1%	nt	nt	5%	5%	14
O=C(OCCOc1ccc(Br)cc1)c1cnccn1	nt	i	3	-14%	-11%	-17%	nt	0%	22
COc1ccc(CNC(=O)c2cnn3c(C(F)F)cc(C)nc23)cc1OC	nt	i	5	0%	2%	-9%	-6%	9%	12
COc1cc(C(=O)NCc2nnc(SCC(=O)Nc3cccc(C)c3)o2)cc(OC)c1OC	8%	i	0	0%	3%	-3%	nt	1%	13
CSc1cccc(NC(=O)C2CCN(S(C)(=O)=O)CC2)c1	-2%	i	5	0%	-11%	-20%	-2%	17%	0	PMK inhibit pilot replicates=1.5;Spn MK inh pilot replicates=0.0;Spn DPM-DC inh pilot screen %=2.0
Cc1ccc(NC(=O)C2(N(CC(C)C)C(=O)Cn3nnnc3N)CCCCC2)cc1	nt	i	5	-3%	-4%	-1%	3%	0%	15
Nc1cccc(S(=O)(=O)c2cccc(N)c2)c1	10%	i	13	-7%	-22%	-12%	9%	11%	15
COc1cc(C2N(c3ccccc3)CCN2c2ccccc2)ccc1OC(C)=O	-8%	i	4	-5%	-14%	-14%	2%	15%	6
CCOC(=O)CSc1nc2sc(C)c(C)c2c(=O)n1C	2%	i	9	-4%	-7%	8%	3%	8%	5	PMK inhibit pilot replicates=1.0;Spn MK inh pilot replicates=0.0;Spn DPM-DC inh pilot screen %=0.0
Cc1cc(N=Cc2c(O)n(-c3ccc4c(c3)OCO4)c(=O)c3ccccc23)ccn1	-17%	i	3	nt	nt	nt	7%	nt	12
CC1=C(c2ccc(Cl)cc2)[N+](=O)C(C)(C)N1[O-]	9%	i	6	-4%	5%	-7%	-8%	20%	9	PMK inhibit pilot replicates=0.0;Spn MK inh pilot replicates=0.0;Spn DPM-DC inh pilot screen %=0.0

5 entries drawn at random from those above:
SMILES	LYP phosphatase	Spn DPM-DC inh	Spn MK inh	Bfl-1 inhibitors	HPDE-C7K KRASV12	HPDE-C7 viability	HT1080 viability	TNAP inhibition	PMK inhibit	others
COCCn1nnnc1C(c1cc2cc(OC)ccc2[nH]c1=O)N1CCC(Cc2ccccc2)CC1 (stereo not drawn)	4%	i	5	-12%	20%	-6%	-2%	14%	6	PMK inhibit pilot replicates=4.0;Spn MK inh pilot replicates=0.5;Spn DPM-DC inh pilot screen %=27
O=C(NCCO)C1(c2ccccc2)CCCC1	4%	i	0	-2%	7%	13%	6%	9%	5
Cc1nnc(SCCCN2C(=O)c3ccccc3C2=O)o1	-12%	i	7	-12%	-6%	1%	-5%	5%	9
Brc1cccc(/C=N\n2cnnc2)c1	2%	i	8	-6%	-20%	-7%	-1%	4%	15
CSc1cccc(NC(=O)C2CCN(S(C)(=O)=O)CC2)c1	-2%	i	5	0%	-11%	-20%	-2%	17%	0	PMK inhibit pilot replicates=1.5;Spn MK inh pilot replicates=0.0;Spn DPM-DC inh pilot screen %=2.0
